Salmonella PhoP GFP: PhoP regulon inhibitors, Salmonella typhi PhoP promoter GFP reporter, confirmatory (AID 1850) | Salmonella Typhi PhoP-promoter GFP reporter, fluorescence, 4 h; higher % means a stronger effect | one-dose inhibition, % at 50 µM; IC50 in µM for titrated hits | actives 0.33% (n = 310,000); in the data active = a potency from the dose series; inconclusive = inhibition mostly from about 25% at the one dose, without a potency; inactive = the rest, 99 in 100 with inhibition below about 19%;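 note: 0% = induced wells with vehicle and 100% = uninduced wells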
VEEV TC-83 Vero: inhibitors of VEEV TC-83 cytopathic effect, confirmation, Vero cells (AID 588727); Vero cells, VEEV TC-83 cytopathic effect inhibition; higher % means a stronger effect; inhibition, % at 20 µM, or IC50 in µM where a hit was titrated; actives 0.13% (n = 350,000); in the data active = a potency from the dose series; inconclusive = inhibition mostly from about 14% at the one dose, without a potency; inactive = the rest, 99 in 100 with inhibition below about 12%; note: strong numbers were not always called active
influenza NS1A: H1N1 influenza NS1A inhibitors, functional cell based assay (AID 504329) | NS1A functional cell-based assay, percent inhibition; higher % means a stronger effect | one-dose inhibition, % at 12.5 µM; IC50 in µM for titrated hits | actives 0.3% (n = 340,000); in the data active = a potency from the dose series; inconclusive = inhibition above about 27% without an active follow-up result; note: strong numbers were not always called active
H37Rv inhibition: M. tuberculosis growth inhibition, HTS (AID 449762) | M. tuberculosis H37Rv growth inhibition, 7H9 media; higher % means a stronger effect | inhibition, % at 25 µM, or IC50 in µM where a hit was titrated | actives 0.59% (n = 330,000); in the data active = a potency from the dose series; inconclusive = inhibition above about 70% without an active follow-up result;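 note: bacterial growth assessed after seven days of incubation; strong numbers were not always called active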
M. tuberculosis: growth inhibition of non-replicating M. tuberculosis (AID 488890). inhibition, % at 25 µM; hits with a dose series show IC50 in µM. actives 0.39% (n = 320,000). Mycobacterium tuberculosis non-replicating, growth inhibition; higher % means a stronger effect; in the data active = a potency from the dose series; inconclusive = inhibition mostly from about 82% at the one dose, without a potency; inactive = the rest, 99 in 100 with inhibition below about 76%;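 note: plate controls were DMSO cells for no effect and high antibiotic wells for full effect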
VEEV TC-83 Vero 10K pilot screen: further read-out of VEEV TC-83 Vero, marked with its call; inhibition, %; measured here: 10K pilot screen inhibition
The depositor's hits bear a star; i = inactive; ? = inconclusive; . = not tested or not shown.

SMILES	Salmonella PhoP GFP	VEEV TC-83 Vero	influenza NS1A	H37Rv inhibition	M. tuberculosis	others
Cc1nn(-c2ccccc2)c(N)c1N=Nc1cccnc1	-3.3%	i	2.6%	6.1%	3.1%
CC(=O)c1sc(NC(=O)c2oc3ccc(F)cc3c2C)nc1C	.	i	-3.8%	-10.0%	-21.2%
O=c1[nH]c(CN2CCOCC2)nc2ccccc12	-3.0%	i	-8.9%	-10.4%	-5.1%
Cc1cc(C)nc(NC(=O)Cc2ccc(Br)cc2)n1	2.1%	0.3%	3.7%	-0.6%	5.7%
CC(=O)Nc1nc(C)nc(C)c1C(C)=O	12.5%	5.5%	-10.8%	1.7%	-12.6%
CCc1ccc(NC(=O)C(CC)c2ccccc2)cc1 (centres undefined)	7.7%	1.1%	-0.1%	5.5%	8.9%
Cc1noc(C)c1C(=O)Nc1cccc(S(=O)(=O)N2CCCCC2)c1	.	2.6%	5.3%	-6.9%	-4.3%
CCC1(CC)C(=O)C2=C3C1[C@H](C(=O)OC)CC(C(=O)OC)C[C@H]3n1c(=O)n(-c3ccccc3)c(=O)n1[C@H]2C (some centres undefined)	10.1%	.	.	3.0%	3.8%
CCC(=O)N1CCc2cc(S(=O)(=O)NC(C(=O)NCc3ccccc3)C(C)C)ccc21 (centres undefined)	-5.2%	4.6%	10.7%	3.0%	16.6%	VEEV TC-83 Vero 10K pilot screen=3.6
Cn1ccnc1SCCC#N	3.0%	0.1%	-0.6%	-7.1%	7.2%
NCC(O)COCCC12CC3CC(CC(C3)C1)C2 (centres undefined)	-1.0%	i	1.4%	7.5%	.
O=C(O)c1cnc(N2CCOCC2)nc1	-6.4%	0.7%	3.9%	-2.1%	-18.0%	VEEV TC-83 Vero 10K pilot screen=0.5
O=C(CCCC(=O)OCC(=O)c1cccs1)Nc1ccc(Oc2ccccc2)cc1	-9.6%	2.4%	8.1%	94.2%	77.2%
COc1ccc(CCNC(=O)c2cccc(S(=O)(=O)N3CCCCCC3)c2)cc1	.	7.8%	-4.8%	1.8%	24.6%
C=CCn1c(=S)sc2c(=O)[nH]cnc21	0.9%	0.3%	.	0.3%	-3.2%
CCOc1ccc(C(C(=O)NC2CCCCC2)N(C(=O)Cc2cccs2)c2ccc(-n3cnnn3)c(OC)c2)cc1 (centres undefined)	-4.0%	1.1%	-3.6%	44.5%	-11.8%
CC(=O)Oc1ccc(C(=O)Nc2cccc(C(=O)c3ccc(C)c(C)c3)c2)cc1	8.3%	3.3%	-0.1%	6.9%	?
COc1ccc(CNC(=O)C(C)N2C(=O)NC(c3ccccc3)(c3ccccc3)C2=O)cc1 (centres undefined)	.	7.6%	-19.3%	-8.0%	37.1%
Cc1ccc(-c2nc3ccccc3c(=O)n2NC(=S)N(C)C)cc1	-5.8%	0.4%	4.3%	-5.3%	21.9%
O=C(O)c1nn(CC(=O)N(C2CCCCC2)C2CCCCC2)c(=O)c2ccccc12	-5.7%	0.6%	4.5%	-3.1%	2.6%
O=C(Nc1ccc(C(=O)N2CCN(c3ccc(Cl)cc3)CC2)cc1)C1=CSCCO1	8.4%	3.3%	-121.1%	-0.2%	51.8%
CCOC(=O)N1CCN(C(=O)c2ccc3nc(N4CCCCC4)sc3c2)CC1	-1.6%	0.8%	11.9%	0.9%	3.8%
Cn1c(-c2ccsc2)c(-c2cccs2)c2cc(-c3ccc4cc[nH]c4c3)ccc21	.	2.8%	1.4%	-1.9%	10.8%	VEEV TC-83 Vero 10K pilot screen=2.2
CCOC(=O)Cc1csc(NC(=O)/C=C/c2ccc(OC)cc2)n1	-2.6%	2.3%	-13.7%	53.1%	68.5%
O=C(c1ccc([N+](=O)[O-])cc1)N1CCSC1c1ccccc1 (centres undefined)	-0.8%	0.6%	-7.0%	-2.6%	-2.5%

By substructure: those above containing an aryl methoxy group.
SMILES	Salmonella PhoP GFP	VEEV TC-83 Vero	influenza NS1A	H37Rv inhibition	M. tuberculosis	others
COc1ccc(CCNC(=O)c2cccc(S(=O)(=O)N3CCCCCC3)c2)cc1	.	7.8%	-4.8%	1.8%	24.6%
CCOc1ccc(C(C(=O)NC2CCCCC2)N(C(=O)Cc2cccs2)c2ccc(-n3cnnn3)c(OC)c2)cc1 (centres undefined)	-4.0%	1.1%	-3.6%	44.5%	-11.8%
COc1ccc(CNC(=O)C(C)N2C(=O)NC(c3ccccc3)(c3ccccc3)C2=O)cc1 (centres undefined)	.	7.6%	-19.3%	-8.0%	37.1%
CCOC(=O)Cc1csc(NC(=O)/C=C/c2ccc(OC)cc2)n1	-2.6%	2.3%	-13.7%	53.1%	68.5%

Later entries.
SMILES	Salmonella PhoP GFP	VEEV TC-83 Vero	influenza NS1A	H37Rv inhibition	M. tuberculosis	others
O=C(/C(=C/O)N=Nc1ccccc1)c1ccncc1	4.5%	0.9%	5.7%	10.2%	47.8%
CC(NC(=S)NCCc1ccccc1)C(c1cccs1)N1CCN(Cc2ccccc2)CC1 (centres undefined)	7.1%	2.6%	2.6%	-7.2%	74.6%	VEEV TC-83 Vero 10K pilot screen=0.0
O=C(NC1CCS(=O)(=O)C1)c1cccc(S(=O)(=O)N2CCCCCC2)c1 (centres undefined)	-4.1%	1.2%	-7.2%	4.0%	-12.5%
Nc1nnc(SCC(=O)NNC(=O)c2ccc(F)cc2)s1	.	0.1%	1.4%	-12.8%	-3.2%
CCN(CC)CCN1C(=O)c2ccccc2NC1c1cc(OC)c(OC)c(OC)c1 (centres undefined)	3.5%	0.0%	-1.0%	-2.2%	-2.0%
CCc1ccc(NC(=S)NCc2cccnc2)cc1	2.0%	1.1%	-17.5%	2.3%	71.1%
Cc1c(C(=O)N2CCC(Cc3ccccc3)CC2)sc2ncnc(N3CCC(C)CC3)c12	-4.2%	1.5%	4.8%	?	0.5%
CCn1ccnc1CNC(=O)c1ccc2oc(CCCc3ccccc3)nc2c1	-6.0%	i	-20.3%	11.4%	62.2%
O=C(Nc1cccc(C(=O)NC2CC2)c1)c1ccc(F)c(S(=O)(=O)N2CCOCC2)c1	.	4.0%	-5.4%	.	.
O=C(CCSCCc1ccccn1)Nc1cccc([N+](=O)[O-])c1	4.2%	i	-2.4%	1.4%	57.2%
Cc1cc(C)cc(NC(=S)N2CCN(c3ncc(C(F)(F)F)cc3Cl)CC2)c1	-5.2%	3.7%	0.9%	0.3%	13.6%
O=C(COC(=O)CNS(=O)(=O)c1ccccc1)Nc1ccc(Cl)cn1	-15.7%	0.6%	-1.2%	-3.9%	-11.6%
Cc1ccc(/C=N/Nc2nc(C(C)(C)C)cs2)o1	0.6%	0.4%	-4.8%	13.2%	-9.0%
CCOC(=O)C1CCCCN1Cc1ccc(F)cc1 (centres undefined)	3.5%	0.2%	-9.0%	0.8%	5.1%
Cc1onc(-c2c(F)cccc2Cl)c1-c1nnc(-c2cccc3ccccc23)o1	17.8%	1.0%	.	0.8%	-6.0%
CC12CN(C(=O)c3ccc(Cl)cc3)C3(C#N)CC1CCC23C (centres undefined)	-1.4%	i	-0.7%	4.0%	10.4%
CCOC(=O)Cn1c(CN2CCOCC2)nc2c1c(=O)n(C)c(=O)n2C	6.3%	0.3%	-1.7%	-4.3%	1.2%
S=C(NCCc1ccc(Cl)cc1)NC1CCCC1	0.6%	i	-2.6%	3.5%	?
CN1C(=O)/C(=C\c2ccc(N3CCCCCC3)cc2)C(=O)NC1=S	10.5%	21.7%	2.5%	1.4%	50.2%
COc1nc(-c2ccccc2)ccc1-c1noc(COc2ccccc2)n1	-8.1%	3.1%	7.4%	47.3%	18.3%
Cc1ccc(CNC(=O)C2CCC(=O)N(C3CCCC3)C2)c(F)c1F (centres undefined)	-10.6%	1.0%	-19.4%	-3.4%	3.2%
O=C(CCn1nnc(-c2cccs2)n1)NCc1ccccc1Cl	-4.3%	i	-9.3%	6.0%	8.1%
COc1cc(C(=O)N(C)CCOc2ccc(C)cc2)ccc1OC1CCN(C(C)=O)CC1	2.0%	0.2%	-3.7%	-3.3%	-4.0%
O=C(COC(=O)c1c2c(nc3ccccc13)CCCCC2)NCc1ccc2c(c1)OCO2	-2.3%	6.4%	-2.0%	-1.2%	19.1%
O=C(c1ccc(NS(=O)(=O)c2cccc(F)c2)cc1)N1CCCCC1	-10.2%	1.0%	-6.7%	-9.1%	4.4%

Next part; it opens with the 2 that closed the last part.
SMILES	Salmonella PhoP GFP	VEEV TC-83 Vero	influenza NS1A	H37Rv inhibition	M. tuberculosis	others
O=C(COC(=O)c1c2c(nc3ccccc13)CCCCC2)NCc1ccc2c(c1)OCO2	-2.3%	6.4%	-2.0%	-1.2%	19.1%
O=C(c1ccc(NS(=O)(=O)c2cccc(F)c2)cc1)N1CCCCC1	-10.2%	1.0%	-6.7%	-9.1%	4.4%
COc1cc(C(C)=O)ccc1OC(=O)CN1C(=O)c2ccccc2C1=O	-4.3%	0.9%	1.6%	6.8%	-0.7%
CCCn1c(NCc2ccccc2NS(=O)(=O)c2ccc(C)cc2)nc2ccccc21	-5.7%	0.6%	-9.4%	8.9%	5.8%
CN(CC(=O)Nc1ccc(F)c(F)c1)S(=O)(=O)c1cccc2nsnc12	-9.1%	6.5%	12.7%	.	-2.7%
CC12CC(O)C3C(CCC4=CC(=O)CCC43C)C1CCC2=O (centres undefined)	.	0.5%	-1.0%	.	.
Cc1ccccc1CCNC(=O)C1CCCN(c2cnccn2)C1 (centres undefined)	-1.9%	1.0%	-1.5%	3.0%	-2.3%
O=C(CO/N=C/c1ccccc1)Nc1c(F)c(F)c(F)c(F)c1F	-7.2%	0.3%	-4.9%	2.3%	?
CCCCC(=O)Nc1ccc(C(=O)NCCc2ccccc2)cc1	-21.9%	0.2%	6.4%	14.3%	9.5%
COc1ccc(OC)c(NC(=O)c2cccnc2)c1	-1.0%	i	-0.4%	0.3%	-2.9%
COc1ccc(COC(=O)c2cccc(S(=O)(=O)N3CCCC3)c2)cc1F	-10.4%	4.5%	23.6%	-2.7%	33.9%
Cc1nnsc1S(=O)(=O)c1ccccc1	7.0%	0.6%	-6.8%	-0.6%	-13.1%
COc1cc(-c2cc(=O)c3c(C)cc(O)cc3o2)cc(OC)c1OC	.	?	-21.2%	.	.
CN(CC(=O)NCc1ccccc1F)S(=O)(=O)c1ccc(Cl)cc1	12.2%	i	1.5%	4.5%	11.0%
CCN(CC)CCCn1c(C)cc2c(c1=O)C(c1ccccc1)C(C#N)=C(N)O2 (centres undefined)	-6.0%	i	-5.1%	-1.4%	-1.4%
Nc1nc(CN2CCN(c3ccccc3)CC2)nc(N2CCCc3ccccc32)n1	4.2%	i	-4.3%	?	?
CN1C(=O)SC(Nc2cccc3ccccc23)C1=O (centres undefined)	5.2%	i	-20.1%	?	-7.0%
Cc1nc2c(C(=O)NCCc3ccccc3Cl)c[nH]n2c(=O)c1Cl	3.3%	1.1%	11.0%	-0.9%	25.5%
CCOC(=O)c1c(-c2ccc(C)o2)csc1NC(=O)CN(C)CC(=O)Nc1ccc(C)cc1	3.2%	i	1.9%	2.5%	46.8%
CCOc1ccccc1N1CCN(C(=O)c2c(C)noc2C)CC1	-10.2%	i	-3.6%	-1.4%	-0.3%	VEEV TC-83 Vero 10K pilot screen=3.2
COc1ccccc1CN1CCNC(=O)C1CC(=O)NCCc1cnccn1 (centres undefined)	-1.2%	0.9%	1.2%	-4.5%	-10.3%

Looked up by structure from the list above:
SMILES	Salmonella PhoP GFP	VEEV TC-83 Vero	influenza NS1A	H37Rv inhibition	M. tuberculosis	others
CN(CC(=O)Nc1ccc(F)c(F)c1)S(=O)(=O)c1cccc2nsnc12	-9.1%	6.5%	12.7%	.	-2.7%
CN1C(=O)SC(Nc2cccc3ccccc23)C1=O (centres undefined)	5.2%	i	-20.1%	?	-7.0%
CN(CC(=O)NCc1ccccc1F)S(=O)(=O)c1ccc(Cl)cc1	12.2%	i	1.5%	4.5%	11.0%
CCN(CC)CCCn1c(C)cc2c(c1=O)C(c1ccccc1)C(C#N)=C(N)O2 (centres undefined)	-6.0%	i	-5.1%	-1.4%	-1.4%
COc1cc(C(C)=O)ccc1OC(=O)CN1C(=O)c2ccccc2C1=O	-4.3%	0.9%	1.6%	6.8%	-0.7%
CCCCC(=O)Nc1ccc(C(=O)NCCc2ccccc2)cc1	-21.9%	0.2%	6.4%	14.3%	9.5%
CCOc1ccccc1N1CCN(C(=O)c2c(C)noc2C)CC1	-10.2%	i	-3.6%	-1.4%	-0.3%	VEEV TC-83 Vero 10K pilot screen=3.2
